High-throughput results deposited in PubChem BioAssay by The Scripps Research Institute Molecular Screening Center.
TEAD-YAP inh: TEAD-YAP interaction inhibition, primary screen, TEAD-YAP interaction inhibitor project, luminescence, HEK-TIYL cells | inhibition, % at 9.12 µM | TEAD-Gal4/YAP UAS-luciferase luminescence | actives 1.4% (n = 640,000); in the data active = inhibition above about 32%;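 note: 0% = median of test compound wells and 100% = reference inhibitor wells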
GPR151 activ: activators of human GPR151, primary screen, cell-based, PathHunter beta-arrestin, luminescence; PathHunter beta-arrestin GPR151 cells; activation, % at 11.2 µM; actives 1% (n = 650,000); in the data active = activation above about 4.9%;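 note: 0% = median of compound wells and 100% = cells with positive control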
Target sequence (Q8TDV0 whole entry, looked up): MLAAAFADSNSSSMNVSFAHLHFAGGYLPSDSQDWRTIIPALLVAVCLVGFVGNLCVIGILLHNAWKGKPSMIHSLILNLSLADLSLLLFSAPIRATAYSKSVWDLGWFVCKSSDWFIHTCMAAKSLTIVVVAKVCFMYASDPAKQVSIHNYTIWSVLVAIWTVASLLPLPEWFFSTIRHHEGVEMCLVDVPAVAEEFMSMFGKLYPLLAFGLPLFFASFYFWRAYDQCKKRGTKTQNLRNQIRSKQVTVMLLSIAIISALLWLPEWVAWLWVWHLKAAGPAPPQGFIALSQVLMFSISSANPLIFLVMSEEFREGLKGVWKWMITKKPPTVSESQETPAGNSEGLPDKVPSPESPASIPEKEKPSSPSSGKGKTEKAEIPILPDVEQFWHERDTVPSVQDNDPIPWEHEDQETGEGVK
FBW7 act: FBW7 E3 ligase activators, primary screen, biochemical, AlphaScreen, human; normalized activity (activation), % at 26.1 µM; actives 0.13% (n = 650,000); AlphaScreen FBW7–phospho-cyclin E peptide binding, activator screen; F-box/WD repeat-containing protein 7 (Homo sapiens), Q969H0; in the data active = normalized activity above about 1.9%;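 note: purified mutant Fbw7 with reduced substrate affinity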
MITF inh: MITF inhibitors, primary screen, biochemical, AlphaScreen, human | Microphthalmia-associated transcription factor (Homo sapiens), O75030 | inhibition, % at 2.6 µM | AlphaScreen MITF homodimerization, bead proximity signal | actives 0.91% (n = 650,000); in the data active = inhibition above about 50%;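 note: 0% = vehicle wells with protein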
Target sequence (O75030 whole entry, looked up): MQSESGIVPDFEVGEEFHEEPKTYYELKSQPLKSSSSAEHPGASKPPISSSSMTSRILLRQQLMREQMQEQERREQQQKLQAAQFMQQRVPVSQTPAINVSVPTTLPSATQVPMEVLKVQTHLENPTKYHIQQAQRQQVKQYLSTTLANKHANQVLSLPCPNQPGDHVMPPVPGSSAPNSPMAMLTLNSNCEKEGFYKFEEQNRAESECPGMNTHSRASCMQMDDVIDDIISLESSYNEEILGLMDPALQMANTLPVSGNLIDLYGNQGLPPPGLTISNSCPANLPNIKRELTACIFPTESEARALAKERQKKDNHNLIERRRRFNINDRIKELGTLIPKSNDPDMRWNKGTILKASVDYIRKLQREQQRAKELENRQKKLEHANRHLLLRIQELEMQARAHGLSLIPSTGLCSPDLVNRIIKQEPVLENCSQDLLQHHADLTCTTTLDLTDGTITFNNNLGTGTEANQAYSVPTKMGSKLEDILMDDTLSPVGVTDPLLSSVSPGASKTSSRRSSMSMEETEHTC
* hit, by the source's call.

compound	TEAD-YAP inh	GPR151 activ	FBW7 act	MITF inh
C/C(N)=C(/C#N)C(=O)CSc1nnc(Cc2cccc3ccccc23)n1N	-2	-1.8	0.2	17
COc1ccc(Cl)cc1CN1CCN(c2ncnc3scc(-c4ccccc4)c23)CC1	7	-1.8	0.0	13
COc1cccc(CNC(=O)Nc2ccc(-c3cn[nH]c3C)cc2OCCN2CCOCC2)c1	-4	0.5	-0.4	14
Cc1cccc(CN2CCN3C(=O)[C@@H](CO)NC(=O)[C@H]3C2)c1	8	1.0	0.3	9
CCOC(=O)CSc1nc2cc(C(=O)Nc3ccc(OC)c(OC)c3)ccc2c(=O)n1C1CCCCC1	-2	1.4	0.5	17
CCOC(=O)C1=C(C)N=c2s/c(=C\c3ccc(-c4ccc(Cl)cc4)o3)c(=O)n2C1c1ccc2c(c1)OCO2 (stereo unspecified)	-7	-0.7	-0.1	-3
CCCNc1nc(-c2ccc(C(=O)N3CCN(C)CC3)cc2)ncc1C	-2	1.6	-0.2	2
CC1(C)C2CCC(C2)C1C/C=N/NC(N)=O (stereo unspecified)	11	-0.4	0.2	15
Cc1ccc2nc(NC3=NCN(Cc4cccnc4)CN3)nc(C)c2c1	-3	-0.5	-0.1	-15
COc1ccc(CC(=O)Nc2ccc3nc(N4CCN(C)CC4)cc(C)c3c2)cc1	-4	1.5	0.0	-13

(more compounds)
compound	TEAD-YAP inh	GPR151 activ	FBW7 act	MITF inh
O=C(Cc1ccsc1)NCCn1nnn(-c2ccccc2)c1=O	-2	0.5	0.1	3
CCc1ccccc1NC(=O)C(=O)NCCCN1CCOCC1	-2	-0.7	0.1	-5
O=C(NCCN1CCOCC1)c1csc(-c2csc3ccccc23)n1	-3	0.4	0.1	-6
CCCc1cc(=O)[nH]c2nnc(SCC(N)=O)n12	-12	-1.4	0.2	1
O=C(Nc1ccc(NC(=O)c2ccc(F)cc2)cc1)c1ccc(F)cc1	18	0.7	0.1	-14
Cn1cc(NC(=O)N2CC=C(c3ccccc3)CC2)c2ccccc2c1=O	15	1.7	0.0	2
Cc1cc(C)nc(N2CCC(C(=O)NCCC(C)C)CC2)n1	-5	0.6	0.7	14
O=C(CCCN1C(=O)c2ccccc2C1=O)Oc1ccc(F)cc1	-2	-0.4	-0.1	-6
O=C(CN1CCC(c2nc3ccc(Cl)cc3[nH]2)CC1)Nc1ccc2c(c1)OCO2	-1	-0.9	-0.2	11
CN1CCC(N2CCN(c3ccc(Cl)cc3)CC2)CC1	-4	0.2	0.2	5

Entries of single compounds from above. Order of values: TEAD-YAP inh, GPR151 activ, FBW7 act, MITF inh
Cn1cc(NC(=O)N2CC=C(c3ccccc3)CC2)c2ccccc2c1=O across the screens: 15, 1.7, 0.0, 2
O=C(NCCN1CCOCC1)c1csc(-c2csc3ccccc23)n1 across the screens: -3, 0.4, 0.1, -6
O=C(Cc1ccsc1)NCCn1nnn(-c2ccccc2)c1=O across the screens: -2, 0.5, 0.1, 3
CCc1ccccc1NC(=O)C(=O)NCCCN1CCOCC1 across the screens: -2, -0.7, 0.1, -5

(next part)
compound	TEAD-YAP inh	GPR151 activ	FBW7 act	MITF inh
COc1ccc(/C=C2\C=C(c3ccccc3)N(c3ccc(C(=O)O)cc3)C2=O)cc1	-11	2.2	-0.3	-7
O=C(c1ccco1)C(C(c1ccc(Cl)cc1)N1CCOCC1)N1CCOCC1 (stereo unspecified)	6	-1.8	-0.1	-1
CCOC(=O)CSc1nc2sc3c(c2c(=O)n1-c1ccc(OC)cc1)CCCCC3	-3	-1.4	0.1	20
COc1ccccc1C1CC(=O)N2C(=C1C#N)SCC2(O)c1ccc(F)cc1 (stereo unspecified)	-12	0.3	-0.1	1
COc1cc(C(=O)N(c2cc(C)cc(C)c2)C2C=CS(=O)(=O)C2)cc(OC)c1OC (stereo unspecified)	9	-0.9	0.1	-4
COc1ccc(CN2CCC(n3nccc3NC(=O)CC(C)C)CC2)c(F)c1	-3	-0.9	-0.1	0
O=C(NCN1CCc2ccccc2C1)c1ccccc1	-2	-1.2	-0.1	-13
Cc1ccccc1CSCc1ccc(C(=O)O)o1	4	-1.9	-0.1	-7
CCC(CC)NC(=O)NCC1CC(=O)N(Cc2ccc(F)cc2)C1 (stereo unspecified)	3	-0.8	0.1	7
O=[N+]([O-])c1ccc(-c2ccc(/C=N/N3CCOCC3)o2)cc1	-79	-1.4	-0.1	-10

Next compounds
compound	TEAD-YAP inh	GPR151 activ	FBW7 act	MITF inh
CCOc1ccc(NC(=O)c2cc(=O)c3ccccc3o2)cc1	-13	0.3	0.0	6
COc1ccc(-c2ncc(C)c(Nc3cc(OC)c(OC)c(OC)c3)n2)cc1	18	-1.4	-0.1	10
CC(CC1CC(C)(C)OC1=O)C(=O)Nc1ccc([N+](=O)[O-])cc1 (stereo unspecified)	7	-0.3	0.1	12
O=C(c1ccccc1)c1ccc(-c2[nH]c(-c3ccc(OCc4ccccc4)cc3)nc2-c2ccccc2)cc1	11	0.6	0.1	18
CC(NC(=O)COc1ccc(Br)cc1Cl)C1CCCO1 (stereo unspecified)	10	1.9	-0.3	7
COc1ccc(C2=NNC(c3ccc(Br)cc3)C2)c(O)c1 (stereo unspecified)	-16	-0.5	-0.1	6
O=C(COC(=O)CNC(=O)c1ccccc1)Nc1ccc(F)cc1F	5	0.1	-0.1	-3
COc1ccc(NC(=O)C2Sc3nnc(C)n3NC2c2ccc(Cl)cc2)cc1 (stereo unspecified)	-4	0.2	0.1	-2
COc1ccc(CN2CCCC(C(=O)N3CCCC3)C2)cc1 (stereo unspecified)	-1	-1.9	0.0	45
COc1cc(/C=C2/N=C(c3ccccc3Br)OC2=O)cc(OC)c1OC(C)=O	-7	-0.8	-0.1	3

Continued:
compound	TEAD-YAP inh	GPR151 activ	FBW7 act	MITF inh
COCCNC(=O)c1ccc2ccccc2c1	-27	0.1	-0.1	9
CC(=O)Oc1ccccc1C(=O)Oc1ccc(/C=N/NC(=O)c2ccccc2[N+](=O)[O-])cc1	-2	1.1	0.5	16
O=c1[nH]cc(S(=O)(=O)N2CCN(c3cccc(C(F)(F)F)c3)CC2)c(=O)[nH]1	-3	0.7	0.1	12
COc1cccc(CN[C@H]2C[C@H]3C(=O)N[C@@H](COCc4ccccc4)C(=O)N3C2)c1	3	3.1	-0.2	-2
CCOc1ccc2cc(C(N)=O)c(=Nc3ccc(C(F)(F)F)cc3)oc2c1	10	0.0	-0.1	-1
O=C(NCCc1ccccc1)C(=S)NC1CCCCC1	-52	-0.3	0.1	11
O=C(Nc1ncccn1)C1CCCCC1	6	0.7	0.4	6
COc1cc(/C=C2\C(=O)NC(=O)N(c3ccc(Cl)c(Cl)c3)C2=O)ccc1O	4	-0.7	0.2	19
CCNC(=S)NNC(=O)c1cccnc1	14	-1.1	0.5	9
COCCn1c(Cc2ccccc2)nnc1SCC(=O)N1CCCCC1C (stereo unspecified)	-5	-0.8	-0.1	1

The results go on.
compound	TEAD-YAP inh	GPR151 activ	FBW7 act	MITF inh
Cc1ccc(-c2nn3c(C)nnc3s2)cc1NC(=O)c1ccccc1C	14	-0.5	0.3	-13
O=C(CCSc1ccc(Cl)cc1)N1CCOCC1	-23	0.1	0.1	4
O=C(NCc1ccc2c(c1)OCO2)Nc1ccc(Cl)cc1Cl	-3	-0.6	0.0	-3
CCCn1c(=N)c(C(=O)NCc2ccc(C)cc2)cc2c(=O)n3ccccc3nc21	-2	1.6	-0.1	7
CN(Cc1ccon1)C(=O)CC1C(=O)NCCN1CC(c1ccccc1)c1ccccc1 (stereo unspecified)	6	2.5	0.0	7
Cc1cc(=O)oc2cc(OC(C)C(=O)Nc3ccc(N4CCOCC4)cc3)ccc12 (stereo unspecified)	1	0.2	0.0	-2
Cc1ccnn1CCC(=O)N1CCC(n2cnc3sc4c(c3c2=O)CCC(C)C4)CC1 (stereo unspecified)	-4	-1.1	0.9	5
Cn1cc(CCNCc2ccc(OCC(O)CN3CCc4ccccc4C3)cc2)cn1 (stereo unspecified)	-3	-0.1	-0.1	-8
CC(C(=O)N1CCN(CCO)CC1)(c1ccccc1)c1ccccc1	3	-0.5	0.0	14
CC1(c2ccc(Cl)cc2Cl)NC(=O)N(CC(=O)Nc2ccccc2Cl)C1=O (stereo unspecified)	7	-0.5	0.0	6

The list goes on.
compound	TEAD-YAP inh	GPR151 activ	FBW7 act	MITF inh
CCc1cccc(C)c1NC(=O)c1cc2ccccc2oc1=O	-8	2.1	0.0	4
N#Cc1c(NC(=O)c2cc3ccccc3oc2=O)sc2c1CCCCC2	-6	2.3	0.2	-20
CC(C(=O)NCc1cccnc1)N(c1ccc(Cl)cc1)S(C)(=O)=O (stereo unspecified)	8	-0.3	-0.1	3
CC(=O)CC1C2([N+](=O)[O-])CN(CC(=O)O)CC1([N+](=O)[O-])c1ccccc1C2=O (stereo unspecified)	5	-0.7	0.1	-9
Cc1cc(C(F)(F)F)n2ncc(-c3ccccc3)c2n1	-3	0.0	-0.2	2
O=C(Nc1ccc(Br)cc1C(=O)O)c1ccc(Oc2ccc(C(=O)Nc3ccc(Br)cc3C(=O)O)cc2)cc1	14	0.2	0.1	13
COc1ccc(OC)c(NC(=O)C2CCCN2C(=O)Nc2cccc(C)c2)c1 (stereo unspecified)	-2	-0.7	-0.2	2
COc1ccc(CNC(=O)c2cc(Cl)ccc2[N+](=O)[O-])cc1	7	-0.1	0.0	6
CCSCCOC(=O)C1=C(C)NC2=C(C(=O)CC(c3ccc(OC)cc3)C2)C1c1ccc(OC)c(OC)c1 (stereo unspecified)	2	-0.8	-0.2	-7
CCCCCOc1ccc(NC(=O)c2ccccc2I)cc1	-12	0.2	-0.1	-5

(continued)
compound	TEAD-YAP inh	GPR151 activ	FBW7 act	MITF inh
OCCC1CN(Cc2cccc(-c3ccco3)c2)CCN1Cc1ccsc1 (stereo unspecified)	-6	0.3	-0.2	5
Cc1ccc(S(=O)(=O)CCc2nnc(NC(=O)c3cc(C(C)(C)C)cc(C(C)(C)C)c3)s2)cc1C	-10	-1.6	-0.1	0
CCOC(=O)C1(CC2CC2)CCN(S(=O)(=O)c2ccc(C)cc2)CC1	-8	-1.6	0.4	8
COc1ccc(C(=O)N[C@H]2C[C@H]3C(=O)N[C@@H](CO)C(=O)N3C2)cc1	2	0.5	0.0	12
COc1ccc(S(=O)(=O)Nc2ccc3c(c2)N(C(=O)c2ccccc2)CCC3)c(C)c1	4	2.5	0.4	10
CCSc1nnc(NC(=O)C(C)(C)C)s1	-52	-1.9	0.4	7
CSCCC(NC(=O)c1ccc(Cl)cc1Cl)C(=O)O (stereo unspecified)	-1	0.8	0.1	11
O=C(CNC(=O)c1ccccc1Cl)N/N=C/c1ccc2c(c1)OCO2	-8	0.0	0.0	7
CC1CN(CC(=O)NCCc2cccc(F)c2)Cc2cc(Cl)ccc2O1 (stereo unspecified)	3	0.8	0.2	9
CCOc1ccccc1NC(=O)CCCN1C(=S)NC(C)(C)CC1C (stereo unspecified)	6	-0.3	0.0	-6

Other structures
compound	TEAD-YAP inh	GPR151 activ	FBW7 act	MITF inh
C=C(C)c1cccc(C(C)(C)NC(=O)Nc2ccc(C(C)=O)cc2)c1	-1	0.4	-0.1	6
COc1ccc(C(=O)CC2(O)C(=O)N(C)c3ccccc32)cc1OC (stereo unspecified)	-1	-1.5	-0.2	-4
COc1cc(C(=O)c2cc(Cl)ccc2NC(=O)c2cc3nc(-c4cccs4)cc(C(F)(F)F)n3n2)cc(OC)c1OC	5	3.0	0.0	21
CC(C)(C)C1CCc2c(sc3nc(NN)[nH]c(=O)c23)C1 (stereo unspecified)	-6	-0.5	0.2	11
COc1cccc(/C=C2\SC(=S)N(C(CC(=O)O)C(=O)O)C2=O)c1 (stereo unspecified)	8	0.1	0.1	-1
COc1cc2nc(SCC(=O)NCc3ccco3)n(CCc3ccc(Cl)cc3)c(=O)c2cc1OC	3	0.0	1.1	12
CCCC(=O)Nc1cccc(NC(=O)COc2ccc(C)c(C)c2)c1	-11	1.1	0.1	10
Cc1cc(C)n(-c2nnc(C)n2/N=C/c2ccc([N+](=O)[O-])cc2)n1	-4	-0.3	0.4	-2
CNC(=O)CSc1nnc(-c2ccc3c(c2)OCO3)n1C	-2	2.5	-0.1	-12
Cn1ccnc1	11	-1.6	0.2	0

The listing continues.
compound	TEAD-YAP inh	GPR151 activ	FBW7 act	MITF inh
COc1cc(C(=O)O/N=C2\C=C(C)C(=O)C=C2C(C)C)cc(OC)c1OC	4	-0.7	0.2	-5
O=C1OC(c2ccc(I)cc2)=N/C1=C\c1ccccc1	6	-2.6	0.2	9
CCn1c(N2CCC(C(=O)NCCc3c[nH]c4ccccc34)CC2)nc2ccccc21	-5	1.1	-0.1	-3
O=C(c1cccc(Cl)c1)N1CCn2c1nc1ccccc12	10	0.5	-0.3	-14
COc1ccc(C(=O)Nc2cccc(C)c2)cc1I	-42	0.7	-0.1	5
CCC1CCCCN1C(=O)CSc1nc2nc(C)c(Cc3ccccc3C)c(C)n2n1 (stereo unspecified)	10	5.2*	0.1	1

Structural class, the compounds so far with a tert-butyl group (three)
compound	TEAD-YAP inh	GPR151 activ	FBW7 act	MITF inh
Cc1ccc(S(=O)(=O)CCc2nnc(NC(=O)c3cc(C(C)(C)C)cc(C(C)(C)C)c3)s2)cc1C	-10	-1.6	-0.1	0
CCSc1nnc(NC(=O)C(C)(C)C)s1	-52	-1.9	0.4	7
CC(C)(C)C1CCc2c(sc3nc(NN)[nH]c(=O)c23)C1 (stereo unspecified)	-6	-0.5	0.2	11
